Myeloid diff 2 = myeloid differentiation induction; ER-HoxA9 myeloid progenitors, lysozyme-GFP differentiation, flow cytometry; calls only at 10 µM; actives 1% (n = 360,000);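 active means normalized GFP-positive differentiation at or above the plate's own cutoff, the solvent-only control mean plus 3 SD; inconclusive means no clear call, values can overlap the other calls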;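 further: cells exposed to compound for four days before flow analysis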
KOR beta-arrestin-1 = kappa opioid receptor activators – cell-based, luminescence, uHTS, primary screen (AID 1777); actives 0.02% (n = 280,000); activation, % at 10 µM; hits with a dose series show EC50 in µM; KOR beta-arrestin recruitment, luminescence; higher % means a stronger effect; in the data active means activation above about 50%, passing the limit was not always enough; further: a part of the inactive calls stands beside numbers as strong as those of hits
LYP inhibition = inhibitors of LYP phosphatase, biochemical, fluorescence intensity, uHTS (AID 1779). recombinant LYP phosphatase, fluorescence intensity; higher % means a stronger effect. actives 0.054% (n = 290,000). inhibition, % at 11.5 µM, or IC50 in µM where a hit was titrated;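 further: plate controls were vehicle with enzyme for no effect and no enzyme for full effect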
NOD2 inhibition = inhibition of NOD2-driven NF-kB reporter – cell-based, luminescence, uHTS, HEK293 (AID 1566); HEK293 NOD2/NF-kB luciferase reporter, luminescence; higher % means a stronger effect; inhibition, % at 4 µM; hits with a dose series show EC50 in µM; actives 0.63% (n = 290,000); further: many of its hits are not listed in these tables
NOD1 inhibition = NOD1 signaling inhibitors, primary screen, cell-based, luminescence, uHTS (AID 1578) | NOD1-driven NF-kB luciferase reporter cells, luminescence; higher % means a stronger effect | inhibition, % at 4 µM; hits with a dose series show EC50 in µM | actives 1% (n = 290,000); in the data active means inhibition mostly above about 36%, no sharp cut-off; inactive means mostly below about 34%;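 further: HEK-293T reporter cells stimulated with the NOD1 agonist gamma-tri-DAP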
KOR beta-arrestin-2 = kappa opioid receptor blockers – cell-based, luminescence, uHTS (AID 1778) | one-dose inhibition, % at 10 µM; IC50 in µM for titrated hits | KOR beta-arrestin recruitment, luminescence, antagonist mode; higher % means a stronger effect | actives 0.091% (n = 290,000); further: strong numbers were not always called active
Siah-1 displacement = blockers of Siah-1 interaction with plectin peptide – biochemical, fluorescence polarization, rhodamine-plectin, uHTS, primary screen (AID 1817) | displacement, % at 20 µM, or IC50 in µM where a hit was titrated | Siah-1 / rhodamine-plectin peptide fluorescence polarization; higher % means a stronger effect | actives 0.02% (n = 290,000);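 active means displacement of at least 50% at 20 µM, with a fluorescence ratio check between 0.3 and a set limit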;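 further: plate controls were Siah plus tracer with DMSO for no effect and tracer alone without Siah for full effect; strong numbers were not always called active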
HIV peptide binding = inhibitors of HIV fusion peptide binding, primary screen, biochemical, uHTS, fluorescence dequenching (AID 1986); cell-free peptide binding, fluorescence dequenching, 30 min; higher % means a stronger effect; inhibition, % at 20 µM; hits with a dose series show IC50 in µM; actives 0.3% (n = 290,000); in the data active means inhibition mostly above about 52%, no sharp cut-off; inactive means mostly below about 76%; further: some results filed as inactive read as strong as hits
PhoP inhibition = PhoP-dependent GFP reporter repression – Salmonella Typhimurium, primary screen (AID 1863). inhibition, % at 50 µM, or IC50 in µM where a hit was titrated. S. Typhimurium PhoP-regulated promoter GFP reporter, 4 h; higher % means a stronger effect. actives 0.16% (n = 300,000);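 active means inhibition over 29.93%, a cutoff 3 SD above the screen mean, later confirmed by dose response; inconclusive means inhibition over 29.93% but no dose response follow-up; inactive means inhibition at most 29.93% or unconfirmed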;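 further: 0% = low Mg2+ inducing control and 100% = high Mg2+ repressing control; strong numbers were not always called active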
Myeloid diff 2 GFP+ MAC1+ % = further read-out of Myeloid diff 2, marked with its call; GFP+ MAC1+ double positive, %; measured here: differentiation confirmed by MAC1 staining
The depositor's hits bear a star; i = inactive; ? = inconclusive; . = no result given; & = joins results of further samples. Unless noted, no stated cut-off is given here; in the data, active means inhibition above about 50%; inactive means the rest.

molecule | Myeloid diff 2 | Myeloid diff 2 GFP+ MAC1+ % | KOR beta-arrestin-1 | LYP inhibition | NOD2 inhibition | NOD1 inhibition | KOR beta-arrestin-2 | Siah-1 displacement | HIV peptide binding | PhoP inhibition
COc1cc(C(=O)NCCCCCC(=O)O)cc(OC)c1OC | i | 1.0 | -3.0% | -6% | 10% | -13% | 8% | 3% | -3.7% | 13%
COc1cc(NC(=O)c2cc(C3CC3)on2)c(OC)cc1Cl | i | 3.0 | 2.6% | -8% | 22% | 14% | 2% | -6% | -1.0% | 6%
CCOC(=O)Nc1ccc2c(c1)N(C(=O)CCN1CCOCC1)c1ccccc1S2 | i | 1.0&2.4 | 1.9%&4.9% | -2%&-3% | 7%&19% | -8%&-10% | 12%&-6% | 2%&5% | 1.0%&0.9% | -11%&10%
COc1c(O)cc2c(c1O)[C@@H]1O[C@H](CO)[C@@H](O)[C@H](O)[C@H]1OC2=O | i | 0.7 | 1.5% | -4% | 20% | -2% | 0% | 3% | -1.6% | 7%
CCCN(CCC)C(=O)C(CCC(=O)O)NC(=O)c1ccccc1 (stereo not drawn) | i | 3.4 | -1.5% | 0% | 12% | -23% | -36% | 1% | 1.7% | 4%&-6%
Oc1cc2c(cc1O)C1c3ccc(O)c(O)c3OCC1(O)C2 (stereo not drawn) | i | 2.8 | -4.5% | -7% | 0% | 5% | 3% | 64% | 12% | -5%
CCOc1ccc(NC(=S)N2CCC(C(O)(c3ccccc3)c3ccccc3)CC2)cc1 | i | 0.7 | 0.5% | 3% | 14% | 7% | 8% | -2% | -2.3% | ?
COc1cc(C)nc(-n2nc(C)cc2OC)n1 | i | 2.0 | -0.5% | -3% | 17% | -29% | -4% | 9% | 0.1% | 1%
C[C@@H]1C[C@H]2[C@@H]3C[C@H](F)C4=CC(=O)C(Cl)=C[C@]4(C)[C@@]3(F)[C@@H](O)C[C@]2(C)[C@@]1(O)C(=O)CO | . | . | -4.5% | 1% | 19% | -4% | 2% | -2% | -1.2% | 5%&-3%
COc1ccc(Sc2ccc(NC(=O)c3ccccc3Cl)cc2C#N)cc1 | i | 3.4 | 9.4% | 2% | 19% | 0% | -6% | 1% | 3.0% | -4%
C/C=C(/C)C(=O)O[C@@H]1c2cc3c(c4c2[C@@]2(CO4)C(=O)C(OC)=C(OC)C=C2C[C@@H](C)[C@H]1C)OCO3 | i | 1.9 | -1.3% | -3% | -16% | 7% | 35% | 16% | -1.2% | 2%
C#C[C@]1(O)CC[C@H]2[C@@H]3CCC4=CC(=O)CC[C@@H]4[C@H]3CC[C@@]21CC | i | 2.9&5.0 | 2.3% | 0% | 5% | -7% | -36% | -3% | -0.4% | -11%&-8%&-1%
Cc1cc(O)c2c(c1)C(=O)c1cccc(O)c1C2=O | . | . | -1.4% | -5% | 8% | -18% | 13% | 30% | 39% | -2%
CCCCOC(=O)c1ccc(N)cc1 | i | 2.1 | 1.7% | -4% | -15% | -42% | -4% | 1% | 0.0% | 0%
CCN(CC)S(=O)(=O)c1ccc(C(=O)O)cc1 | i | 0.0 | 2.0% | -6% | -14% | -27% | 20% | 4% | -0.1% | -7%
C[C@H]1c2cccc(O)c2C(O)=C2C(=O)[C@]3(O)C(O)=C(C(N)=O)C(=O)[C@@H](N(C)C)[C@@H]3[C@@H](O)[C@@H]21 | i | 2.4 | -2.0% | 0% | 6% | -3% | 38% | 0% | 16% | 6.3µM*

Among those listed so far, 6 contain a carbonyl joined to an NH by a bond outside any ring:
molecule | Myeloid diff 2 | Myeloid diff 2 GFP+ MAC1+ % | KOR beta-arrestin-1 | LYP inhibition | NOD2 inhibition | NOD1 inhibition | KOR beta-arrestin-2 | Siah-1 displacement | HIV peptide binding | PhoP inhibition
COc1cc(C(=O)NCCCCCC(=O)O)cc(OC)c1OC | i | 1.0 | -3.0% | -6% | 10% | -13% | 8% | 3% | -3.7% | 13%
COc1cc(NC(=O)c2cc(C3CC3)on2)c(OC)cc1Cl | i | 3.0 | 2.6% | -8% | 22% | 14% | 2% | -6% | -1.0% | 6%
CCOC(=O)Nc1ccc2c(c1)N(C(=O)CCN1CCOCC1)c1ccccc1S2 | i | 1.0&2.4 | 1.9%&4.9% | -2%&-3% | 7%&19% | -8%&-10% | 12%&-6% | 2%&5% | 1.0%&0.9% | -11%&10%
CCCN(CCC)C(=O)C(CCC(=O)O)NC(=O)c1ccccc1 (stereo not drawn) | i | 3.4 | -1.5% | 0% | 12% | -23% | -36% | 1% | 1.7% | 4%&-6%
COc1ccc(Sc2ccc(NC(=O)c3ccccc3Cl)cc2C#N)cc1 | i | 3.4 | 9.4% | 2% | 19% | 0% | -6% | 1% | 3.0% | -4%
C[C@H]1c2cccc(O)c2C(O)=C2C(=O)[C@]3(O)C(O)=C(C(N)=O)C(=O)[C@@H](N(C)C)[C@@H]3[C@@H](O)[C@@H]21 | i | 2.4 | -2.0% | 0% | 6% | -3% | 38% | 0% | 16% | 6.3µM*

Not all compounds are listed; count on the stated rates, not on these rows.
